PfHsp40 yeast = restores yeast growth despite PfHsp40 toxicity. S. cerevisiae expressing PfHsp40, growth rescue, ATP luminescence. growth rescue, % at 12.5 µM. 340,000 tested, 0.68% active; in the data active = growth rescue above about 28%, passing the limit was not always enough;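 also: yeast W303a lacking pdr1 and pdr3 grown in galactose medium; growth measured after three days at 30 °C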
UGM FP inh = blocks M. tuberculosis UGM enzyme | inhibition, % at 10 µM | purified UGM, fluorescence polarization probe displacement | AID 504406 | P9WIQ1 | 320,000 tested, 0.06% active; in the data active = inhibition above about 10%, passing the limit was not always enough
TcdB inh = inhibitors of Clostridioides difficile toxin B glycohydrolase; P18177; TcdB glycohydrolase enzymatic assay, plate reader; inhibition, % at 9.99 µM; 350,000 tested, 0.24% active; in the data active = inhibition above about 10%
Target sequence (P18177 whole entry, looked up): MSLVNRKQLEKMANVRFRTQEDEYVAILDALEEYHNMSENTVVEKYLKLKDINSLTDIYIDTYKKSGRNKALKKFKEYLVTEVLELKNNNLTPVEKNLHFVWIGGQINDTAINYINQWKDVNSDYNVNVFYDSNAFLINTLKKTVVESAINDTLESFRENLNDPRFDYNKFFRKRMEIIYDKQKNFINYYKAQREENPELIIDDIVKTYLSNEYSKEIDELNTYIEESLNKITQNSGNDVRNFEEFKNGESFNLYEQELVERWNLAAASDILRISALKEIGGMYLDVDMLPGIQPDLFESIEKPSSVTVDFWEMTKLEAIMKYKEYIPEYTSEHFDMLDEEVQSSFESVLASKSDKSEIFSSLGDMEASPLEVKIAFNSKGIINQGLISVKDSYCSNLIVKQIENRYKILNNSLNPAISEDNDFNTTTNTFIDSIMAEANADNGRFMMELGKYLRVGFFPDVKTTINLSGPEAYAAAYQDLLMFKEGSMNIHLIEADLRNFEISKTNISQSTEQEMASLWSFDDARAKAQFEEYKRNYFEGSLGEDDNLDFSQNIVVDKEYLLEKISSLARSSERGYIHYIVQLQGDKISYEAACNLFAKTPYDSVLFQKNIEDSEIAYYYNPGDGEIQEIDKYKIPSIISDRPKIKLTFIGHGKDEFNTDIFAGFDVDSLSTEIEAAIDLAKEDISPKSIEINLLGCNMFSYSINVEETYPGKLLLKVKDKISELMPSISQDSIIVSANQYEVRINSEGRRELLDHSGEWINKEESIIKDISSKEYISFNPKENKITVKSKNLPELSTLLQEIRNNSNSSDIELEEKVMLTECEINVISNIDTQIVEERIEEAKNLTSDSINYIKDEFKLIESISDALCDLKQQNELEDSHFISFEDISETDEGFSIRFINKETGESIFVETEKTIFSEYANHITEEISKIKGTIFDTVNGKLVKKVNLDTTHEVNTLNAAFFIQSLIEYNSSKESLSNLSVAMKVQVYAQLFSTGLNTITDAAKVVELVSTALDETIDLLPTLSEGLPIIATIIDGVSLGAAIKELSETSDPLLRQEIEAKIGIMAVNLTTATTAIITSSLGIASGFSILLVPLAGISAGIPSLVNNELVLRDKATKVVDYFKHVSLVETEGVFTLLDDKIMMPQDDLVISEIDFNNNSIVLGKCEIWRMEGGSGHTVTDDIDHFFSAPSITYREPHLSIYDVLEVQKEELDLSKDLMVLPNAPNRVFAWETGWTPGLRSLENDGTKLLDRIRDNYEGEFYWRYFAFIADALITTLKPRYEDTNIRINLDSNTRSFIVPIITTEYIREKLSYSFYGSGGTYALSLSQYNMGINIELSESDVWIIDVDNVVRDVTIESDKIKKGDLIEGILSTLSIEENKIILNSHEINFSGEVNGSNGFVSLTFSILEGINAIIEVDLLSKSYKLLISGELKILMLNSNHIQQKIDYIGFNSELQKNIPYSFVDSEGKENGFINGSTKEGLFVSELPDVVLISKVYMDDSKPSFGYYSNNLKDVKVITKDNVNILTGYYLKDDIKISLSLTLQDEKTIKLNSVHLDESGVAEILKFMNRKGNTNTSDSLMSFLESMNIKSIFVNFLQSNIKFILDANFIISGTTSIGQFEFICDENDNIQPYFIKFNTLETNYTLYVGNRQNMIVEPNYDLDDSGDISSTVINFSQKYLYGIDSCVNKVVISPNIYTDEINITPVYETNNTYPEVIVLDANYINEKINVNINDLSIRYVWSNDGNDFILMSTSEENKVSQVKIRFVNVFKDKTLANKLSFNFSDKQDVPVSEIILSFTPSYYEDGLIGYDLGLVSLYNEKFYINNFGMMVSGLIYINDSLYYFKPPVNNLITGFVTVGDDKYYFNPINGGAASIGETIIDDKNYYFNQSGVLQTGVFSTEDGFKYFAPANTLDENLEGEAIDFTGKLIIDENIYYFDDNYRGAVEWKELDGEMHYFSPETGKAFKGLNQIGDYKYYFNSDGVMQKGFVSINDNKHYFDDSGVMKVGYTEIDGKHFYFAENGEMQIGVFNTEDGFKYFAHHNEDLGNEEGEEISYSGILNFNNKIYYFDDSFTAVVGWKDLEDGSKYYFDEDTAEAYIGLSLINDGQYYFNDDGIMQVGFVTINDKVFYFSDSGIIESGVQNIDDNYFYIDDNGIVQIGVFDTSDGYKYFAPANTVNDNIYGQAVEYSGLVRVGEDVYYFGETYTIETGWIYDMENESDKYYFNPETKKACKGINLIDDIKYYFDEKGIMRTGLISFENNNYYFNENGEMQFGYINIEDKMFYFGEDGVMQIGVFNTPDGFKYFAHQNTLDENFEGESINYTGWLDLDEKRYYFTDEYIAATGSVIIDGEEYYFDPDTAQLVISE
An asterisk follows results filed as active; & = joins results of further samples. Only part of the results is shown, so the mix of outcomes need not match the whole.

Screening CC(=O)Nc1ccc(S(=O)(=O)NCC2CCN(C(=O)C(=O)c3cc4ccccc4o3)CC2)cc1 returned TcdB inh 2.0.
Cc1ccc(Cc2c(-c3ccccc3)nc3c(C)cc(Br)cn23)cc1 was read as TcdB inh -0.2.
`COc1ccc2c3c([nH]c2c1)[C@@H](CO)N(C(=O)NC(C)C)CC31CCN(C(=O)NC(C)C)CC1` gave TcdB inh 1.2.
For C[C@H](CO)N1C[C@H](C)[C@H](CN(C)S(=O)(=O)c2ccccc2C#N)OCc2cn(nn2)CCCC1=O the results were TcdB inh -0.1.
Screening O=C1NC[C@@H](CCCCN2CCN(CCC3CCCCC3)C(=O)C2=O)N(CC2CCCCC2)C1=O returned TcdB inh -5.3.
For CC[C@H](NC(=O)[C@@H](Cc1ccccc1)NC(=O)[C@H]1O[C@@H](n2ccc(=O)[nH]c2=O)[C@H](O)[C@@H]1O)c1ccccc1 the results were TcdB inh -0.3.
For Cc1cc(Br)cn2c(Cc3ccsc3)c(-c3cccc(Br)c3)nc12 the results were TcdB inh 0.9.
Screening CCc1csc(N2[C@H](C#N)[C@H](c3ccccc3C3=CCCC3)[C@H]2CO)n1 returned TcdB inh -0.9.
Screening COC(=O)c1ccc2nc(-c3ccc(F)cc3)c(Cc3ccc(C)cc3)n2c1 returned TcdB inh 0.7.
For CO[C@@H]1CN(C)C(=O)c2ccc(NC(=O)Nc3ccccc3)cc2OC[C@@H](C)N(C(C)=O)C[C@H]1C the results were TcdB inh 0.0.
Screening CN1c2ccc(-c3cccc(C#N)c3)cc2[C@H]2[C@H](CCN2C(=O)C2CC2)[C@H]1CO returned TcdB inh 5.0.
CN(C)CC(=O)N1CC2(C1)[C@@H](c1ccccc1)[C@@H](CO)N2Cc1cc(F)ccc1F was read as TcdB inh 0.9.
For Cc1noc(C)c1S(=O)(=O)Nc1cccc2c1O[C@@H](CN(C)Cc1ccc(C(=O)Nc3ccccc3N)cc1)[C@@H](C)CN([C@@H](C)CO)C2=O the results were TcdB inh -0.5.
O=C(N[C@H](C(=O)N1CCC[C@H]1C(=O)NC1CCCC1)c1ccccc1)c1ccccc1 was read as TcdB inh 2.0.
For Nc1[nH]c(C(=O)c2ccccc2)c(-c2cccc3ccccc23)c1C(=O)NC1CCCCC1 the results were TcdB inh 0.3.
`O=C(C[C@H]1C=C[C@@H](NC(=O)Cc2ccccn2)[C@@H](CO)O1)NCCc1ccccc1` gave TcdB inh 0.1.
CN1C(=O)c2cc(NC(=O)C3CCC3)ccc2OC[C@@H]2O[C@@H](CC(=O)NCC3CCCCC3)CC[C@@H]21 was read as TcdB inh 0.9.
For Cc1ccccc1-c1ccc(C2[C@@H]3CN(C(=O)C4CCOCC4)C[C@H]2N3)cc1 (some centres undefined) the results were TcdB inh -0.8&-0.1.
O=C(NC1CCCCC1)C1c2ccccc2OCC(=O)N1Cc1ccc2c(c1)OCO2 (centres undefined) was read as TcdB inh 1.5.
Screening Nc1[nH]c(C(=O)c2ccccc2)c(-c2ccccc2C(F)(F)F)c1C(=O)c1cccs1 returned TcdB inh 2.6.
For CN(C)CCCNC(=O)C[C@@H]1C=C[C@@H](NC(=O)Cc2cccnc2)[C@@H](CO)O1 the results were TcdB inh 1.0.
Screening COc1ccc(S(=O)(=O)Nc2ccc3c(c2)C(=O)N([C@@H](C)CO)C[C@H](C)[C@H](CN(C)S(=O)(=O)c2c(C)noc2C)OCCCC[C@@H](C)O3)cc1 returned TcdB inh -1.5.
`COCC(=O)N1CCC2(CC1)CN(C(=O)NC1CCCC1)[C@H](CO)c1c2c2ccc(OC)cc2n1C` gave TcdB inh 0.6.
Screening CCCNC(=O)N1CC2(CCN(CC3CCCCC3)CC2)c2c(n(C)c3cc(OC)ccc23)[C@@H]1CO returned TcdB inh 0.2.
For CCS(=O)(=O)NC[C@@H]1[C@@H](c2ccccc2)[C@@H](CO)N1CC1CCCCC1 the results were TcdB inh -1.0.
`COc1cc(C(=O)C(=O)N2CCN(c3ccc(C)cc3)CC2)cc2ccccc12` gave TcdB inh 1.7.
Screening COCCN1CCCc2nc(-c3ccc(F)cc3)ccc21 returned TcdB inh -1.6.
For C[C@@H]1CCCCO[C@H](CN(C)C(=O)Nc2cccc3ccccc23)[C@@H](C)CN([C@@H](C)CO)C(=O)c2cc(NS(=O)(=O)c3ccccc3)ccc2O1 the results were TcdB inh -3.4.
Screening C[C@@H]1CN([C@H](C)CO)C(=O)c2cc(NC(=O)CCCCCC(=O)Nc3ccccc3N)ccc2O[C@@H]1CN(C)Cc1ccc(Oc2ccccc2)cc1 returned TcdB inh -9.4.
For CCCN1[C@@H]2c3ccc(-c4ccc(OC)cc4)c(=O)n3C[C@H]1[C@H](CO)[C@H]2C(=O)NCC the results were TcdB inh -1.1.
For O=C(Cc1ccccn1)N1CC(=O)N2[C@H](CO)[C@H](c3ccc(C#CC4CCCC4)cc3)[C@@H]2C1 the results were TcdB inh 0.5.
Screening O=C(Nc1cc(F)ccc1F)N1[C@@H]2CNC[C@H]1C2c1ccc(-c2cccnc2)cc1 (some centres undefined) returned TcdB inh 0.1&-0.5.
Screening CCCCNC(=O)C[C@@H]1C[C@@]2(C(=O)OC)CCCCC=C2N(Cc2ccc(Cl)cc2Cl)C1=O returned TcdB inh 0.9.
Screening COc1cccc(CNC(=O)[C@H]2CCCN2C(=O)[C@H]2CCCN2C(=O)c2cccc(F)c2)c1 returned TcdB inh 0.2.
Screening COc1cccc(C(=O)Nc2ccc3c(c2)OC[C@@H](C)NC[C@H](C)[C@H](OC)CN(C)C3=O)c1 returned TcdB inh 1.3.
Screening C/C=C/c1ccc([C@H]2[C@@H](CO)N[C@@H]2CNC(=O)C2CCC2)cc1 returned TcdB inh 1.4.
For C[C@H]1CN([C@@H](C)CO)C(=O)Cc2cc(NC(=O)Cc3cn(C)c4ccccc34)ccc2O[C@@H]1CN(C)C(=O)Nc1ccc(F)cc1 the results were TcdB inh -2.1.
Screening Cc1[nH]c2ccccc2c1CC(=O)Nc1ccc(Nc2cccnc2)c(-c2cccc(Cl)c2)c1 returned TcdB inh 0.5.
`COc1ccc(C(=O)Nc2ccc3c(c2)OC[C@H](C)NC[C@H](C)[C@@H](OC)CN(C)C3=O)cc1` gave TcdB inh -3.7.
`C[C@H]1CN([C@@H](C)CO)C(=O)c2cccc(NS(C)(=O)=O)c2O[C@@H]1CN(C)Cc1ccc(C(=O)Nc2ccccc2N)cc1` gave TcdB inh 0.2.

Two compounds drawn at random from the list so far:
`COc1cc(C(=O)C(=O)N2CCN(c3ccc(C)cc3)CC2)cc2ccccc12` gave TcdB inh 1.7.
For CCCN1[C@@H]2c3ccc(-c4ccc(OC)cc4)c(=O)n3C[C@H]1[C@H](CO)[C@H]2C(=O)NCC the results were TcdB inh -1.1.

Remaining list, next part:
`CO[C@@H]1CN(C)C(=O)c2ccc(NS(=O)(=O)c3ccccc3F)cc2OC[C@@H](C)NC[C@@H]1C` gave TcdB inh 0.8.
For O=C(Nc1cc(F)ccc1F)N1CC(=O)N2[C@H](C1)[C@@H](c1ccc(-c3ccc(F)cc3)cc1)[C@@H]2CO the results were TcdB inh -1.6.
`N#C[C@@H]1[C@@H](c2ccccc2C2=CCCCC2)[C@@H](CO)N1C(=O)NC1CCCCC1` gave TcdB inh 0.1.
Screening COc1ccc2c3c([nH]c2c1)[C@@H](CO)N(S(C)(=O)=O)CC31CN(C(=O)c2cccnc2)C1 returned TcdB inh -1.1.
Screening CCOC(=O)Cn1c2c(n(-c3ccc(F)cc3)c1=O)C=C(c1ccccc1)[C@@H](C)C(C(=O)N(C)C1CCCCC1)=C2 returned TcdB inh 0.3.
COc1ccc2c3c([nH]c2c1)[C@H](CO)N(C(=O)Nc1ccc(F)cc1)CC31CCN(C(=O)c2ccccn2)CC1 was read as TcdB inh 0.4.
COc1ccc(Cn2c(C)c(CC(=O)Nc3ccc(Oc4cccnc4)c(C)c3)c3ccccc32)cc1 was read as TcdB inh 0.4.
`COC(=O)C1=C(C)N(C)C(=NCc2ccc3c(c2)OCO3)NC1c1ccc(Cl)cc1` (centres undefined) gave TcdB inh -0.7.
Screening O=C(Cc1ccccn1)N1CC(=O)N2[C@H](CO)[C@H](c3ccc(C#CC4CC4)cc3)[C@@H]2C1 returned TcdB inh 0.2.
`COc1cccc(-c2nc(-c3cccc(C)c3)nc3cc(Cl)ccc23)c1` gave TcdB inh -0.6.
O=C(C[C@@H]1CC[C@@H](NS(=O)(=O)c2ccccc2)[C@H](CO)O1)N1CCN(c2ccccc2)CC1 was read as TcdB inh -0.1.
Screening Fc1cccc(CN2[C@@H]3CNC[C@H]2C3c2ccc(-c3cccc(F)c3)cc2)c1 (some centres undefined) returned TcdB inh 0.6&0.1.
CC1C=NC(S(=O)(=O)N2CC[C@@H]3[C@H](CO)N(C)c4ccc(-c5cccc(F)c5)cc4[C@@H]32)=N1 (some centres undefined) was read as TcdB inh -0.8.
`COC(=O)[C@@]12C[C@@H](CC(=O)NCc3ccccc3)C(=O)N(CCc3ccc(OC)c(OC)c3)C1=CCC(C)(C)C2` gave TcdB inh -0.1.
CO[C@H]1CN(C)C(=O)c2ccc(NC(=O)Nc3ccccc3)cc2OC[C@H](C)N(C(=O)Nc2c(C)noc2C)C[C@@H]1C was read as TcdB inh 1.1.
COC(=O)c1cc2c(c3c4cc(F)ccc4n(S(=O)(=O)c4ccc(C)cc4)c13)C(=O)N(Cc1ccccc1)C2 was read as TcdB inh 0.2.
`C/C=C/c1ccc([C@H]2[C@@H](CO)N3C(=O)CN(C(=O)Nc4ccc(OC)cc4)C[C@@H]23)cc1` gave TcdB inh 0.4.
`CC(C)(C)NC(=O)C(c1ccncc1)n1c(=O)c(-c2ccccc2)nc2ccccc21` (centres undefined) gave TcdB inh 1.9.
`COc1ccc2c3c([nH]c2c1)[C@H](CO)N(CC1CC1)CC31CCN(C(=O)c2ccc(F)cc2)CC1` gave TcdB inh -1.8.
Cc1ccc(S(=O)(=O)C[C@@H]2OC[C@H](CO)N2S(=O)(=O)c2ccc(C)cc2)cc1 was read as TcdB inh 0.0.
Screening COCCNC(=O)[C@@H]1[C@@H](CO)[C@@H]2Cn3c(ccc(-c4ccccc4OC)c3=O)[C@@H]2N1C(=O)C1CCC1 returned TcdB inh 0.5.
`Cc1ccc(S(=O)(=O)N[C@@H](C)CO)cc1` gave TcdB inh 0.3.
For O=C(Cc1ccccc1)OC(COCc1ccccc1)C(=O)NCc1ccccc1 (centres undefined) the results were TcdB inh -0.2.
Screening COC(=O)/C=C1\OCc2ccccc21 returned TcdB inh -6.1.
For COC(=O)CCCC1=CC2=CC(=O)C(C)(OC(=O)C3CCCC3)C(=O)C2=CO1 (centres undefined) the results were PfHsp40 yeast -0.1 and UGM FP inh 1.0.
For C#CCOCCOCCOCCNc1nc(N2CCN(C(=O)CCCCCCCCCCNC(=O)[C@H]([C@@H](C)CC)n3cc(CCCCN=C(N)N)nn3)CC2)nc(N2CCN(C(=O)CCCCCCCCCCNC(=O)[C@H](CO)n3cc(CCCSC)nn3)CC2)n1 the results were PfHsp40 yeast 29* and UGM FP inh 0.7.
`N/C(=N\OCc1ccc([N+](=O)[O-])cc1)c1ccccn1` gave PfHsp40 yeast -2.1 and UGM FP inh -0.6.
For CCN(CC)c1ccc2nc3c4ccccc4c(=O)cc-3oc2c1 the results were UGM FP inh -1.9 and TcdB inh 0.7.
For CCCN(CCC)C(=O)c1cc([N+](=O)[O-])cc2c1-c1ccc([N+](=O)[O-])cc1C2=C(C#N)C#N the results were UGM FP inh 3.1 and TcdB inh 0.5.
`O=C(CNC(=O)/C=C/c1ccccc1)N=Nc1c(O)n(Cc2ccccc2)c2ccccc12` gave UGM FP inh -0.9 and TcdB inh 0.2.
O=[N+]([O-])c1cccc(N=Cc2sc3ccccc3c2O)c1 was read as UGM FP inh 2.6 and TcdB inh 0.6.
For O=C(N=Nc1ccc(NOC(=O)c2ccccc2Br)cc1)c1ccccc1O the results were UGM FP inh -0.6 and TcdB inh 1.5.
N#CC1=C(N)N2C(=C(C#N)C1c1ccc(Br)cc1)Nc1ccccc12 (centres undefined) was read as UGM FP inh 1.3 and TcdB inh 1.0.
`CCCCCCC(=O)N1C/C=C\C(c2ccc(OC)cc2)N(Cc2ccc(F)cc2)C(=O)[C@H]1Cc1ccccc1` (some centres undefined) gave UGM FP inh 2.4 and TcdB inh -1.1.
For COc1ccccc1-c1c(NC(=O)c2ccco2)n(C)c2ccccc2c1=O the results were UGM FP inh -0.4 and TcdB inh 0.2.
Screening Cc1c(NC(=O)C(C)OC(=O)c2cccc(S(=O)(=O)N3CCOCC3)c2)c(=O)n(-c2ccccc2)n1C (centres undefined) returned UGM FP inh -2.2 and TcdB inh -0.2.

Gathered by group, the entries above containing an NH in an aromatic ring
`COc1ccc2c3c([nH]c2c1)[C@@H](CO)N(C(=O)NC(C)C)CC31CCN(C(=O)NC(C)C)CC1` gave TcdB inh 1.2.
For CC[C@H](NC(=O)[C@@H](Cc1ccccc1)NC(=O)[C@H]1O[C@@H](n2ccc(=O)[nH]c2=O)[C@H](O)[C@@H]1O)c1ccccc1 the results were TcdB inh -0.3.
For Nc1[nH]c(C(=O)c2ccccc2)c(-c2cccc3ccccc23)c1C(=O)NC1CCCCC1 the results were TcdB inh 0.3.
Screening Nc1[nH]c(C(=O)c2ccccc2)c(-c2ccccc2C(F)(F)F)c1C(=O)c1cccs1 returned TcdB inh 2.6.
Screening Cc1[nH]c2ccccc2c1CC(=O)Nc1ccc(Nc2cccnc2)c(-c2cccc(Cl)c2)c1 returned TcdB inh 0.5.
Screening COc1ccc2c3c([nH]c2c1)[C@@H](CO)N(S(C)(=O)=O)CC31CN(C(=O)c2cccnc2)C1 returned TcdB inh -1.1.
COc1ccc2c3c([nH]c2c1)[C@H](CO)N(C(=O)Nc1ccc(F)cc1)CC31CCN(C(=O)c2ccccn2)CC1 was read as TcdB inh 0.4.
`COc1ccc2c3c([nH]c2c1)[C@H](CO)N(CC1CC1)CC31CCN(C(=O)c2ccc(F)cc2)CC1` gave TcdB inh -1.8.

Compound activity (PubChem)
